LMPTP inh – blocks human LMPTP phosphatase | P24666 | recombinant LMPTP-A, OMFP fluorogenic substrate, fluorescence intensity | inhibition, % at 20 µM | hit rate 0.22% among 360,000;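 active means compounds that cut the enzyme signal by at least half of the control window in the single-dose screen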;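 further: plate controls were DMSO wells with enzyme plus substrate for no effect and substrate without enzyme for full effect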
Target sequence (P24666 whole entry, looked up): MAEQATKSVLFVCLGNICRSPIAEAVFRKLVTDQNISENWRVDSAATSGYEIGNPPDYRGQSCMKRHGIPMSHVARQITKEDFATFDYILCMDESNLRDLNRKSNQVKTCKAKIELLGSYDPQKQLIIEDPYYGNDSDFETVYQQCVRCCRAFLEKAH
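Test system: LMPTP-A, protein tyrosine phosphatase of low molecular weight; Input: 0.625 nM enzyme; Incubation: 50 min dark incubation at room temperature; Signal: endpoint fluorescence intensity from OMFP dephosphorylation; Read-out basis: % inhibition versus control wells.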
Rpn11 inh – inhibitors of human proteasome Rpn11; O00487; human 26S proteasome, Ub4-pepOG fluorescence polarization; 20S core pre-blocked with epoxomicin; calls only at 20 µM; hit rate 0.59% among 360,000; AID 588493;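 active means inhibition at 20 µM, scaled to each plate's controls, above about 33%, limit read from the data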
Target sequence (O00487 whole entry, looked up): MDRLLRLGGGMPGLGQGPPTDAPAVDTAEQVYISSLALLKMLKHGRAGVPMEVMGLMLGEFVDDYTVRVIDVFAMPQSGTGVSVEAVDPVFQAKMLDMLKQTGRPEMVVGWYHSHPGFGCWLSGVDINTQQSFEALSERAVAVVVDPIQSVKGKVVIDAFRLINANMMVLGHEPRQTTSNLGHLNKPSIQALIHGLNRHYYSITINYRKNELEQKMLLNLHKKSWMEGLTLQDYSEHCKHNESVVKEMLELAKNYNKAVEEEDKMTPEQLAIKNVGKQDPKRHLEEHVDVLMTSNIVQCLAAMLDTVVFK
SUMO1 PPI mod – modulators of human SUMO1-mediated protein-protein interactions; P63165; SUMO1 binding to a labelled peptide, TR-FRET, 1 h; inhibition, % at 20 µM; hit rate 0.33% among 360,000; in the data active means inhibition above about 37%
Target sequence (P63165 whole entry, looked up): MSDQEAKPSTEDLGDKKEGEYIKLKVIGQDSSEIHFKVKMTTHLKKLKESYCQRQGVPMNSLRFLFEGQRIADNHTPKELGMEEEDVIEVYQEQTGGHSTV
DNMT1 inh – DNMT1 (human) enzyme inhibition. P26358. DNMT1 molecular beacon, Hinp1I cleavage, fluorescence. inhibition (reported as % activation of signal), % at 10 µM. hit rate 0.83% among 360,000; in the data active means inhibition above about 50%
PABP1 MLLE inh – inhibitors of microRNA-mediated deadenylation, human PABP1 MLLE binding | AID 588489 | P11940 | inhibition, % at 20 µM | GST-MLLE / FITC-PAM2 fluorescence polarization | hit rate 0.36% among 360,000; in the data active means inhibition above about 35%, passing the limit was not always enough;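 further: plate controls were DMSO wells with GST-MLLE for no effect and wells lacking GST-MLLE protein for full effect; some results filed as inactive read as strong as hits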
Scp-1 inhibitor – blocks human Scp-1 phosphatase activity. hit rate 0.88% among 340,000. Recombinant Scp1, phosphopeptide, malachite green phosphate absorbance. inhibition, % at 20 µM;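 active means inhibition above about 50% at 20 µM, limit read from the data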;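 further: plate controls were DMSO wells with enzyme for no effect and wells lacking enzyme for full effect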
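Material – SCP-1 phosphatase catalytic domain, residues 76-261 · Buffer or medium – Acidic Tris acetate buffer with magnesium and detergent · Also added – Phospho 17-mer peptide substrate · Compound – single 20 µM dose, 1% DMSO · Times – 45 min room-temperature reaction, 5 min colour, 30 min stabiliser · Technique – Phosphate-binding colour reagent, absorbance read at 630 nm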
Tb MetRS inh – Trypanosoma brucei MetRS inhibition. inhibition, % at 11.9 µM. hit rate 0.4% among 360,000. purified T. brucei MetRS, ATP depletion, Kinase-Glo luminescence;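 active means inhibition above a per-plate cutoff of the control wells' mean inhibition plus 3 SD, cut at about 5.5% in these data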;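 further: 0% = DMSO wells median and 100% = median of wells with control inhibitor compound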
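Measured by: Kinase-Glo luciferase luminescence reporting remaining unconsumed ATP. Material: purified T. brucei MetRS enzyme. Doses: 11.9 µM compound single dose, 0.9% DMSO. Medium: HEPES buffer containing pyrophosphatase, BSA, spermine, DTT. Times: 15 min preincubation, 2 h reaction, all 25 °C. Reagent: methionine, ATP and bulk E. coli tRNA.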
NadD inh – blocks S. aureus nicotinate mononucleotide adenylyltransferase; inhibition, % at 20 µM; AID 602399; purified NadD enzyme, colorimetric absorbance read-out; hit rate 0.78% among 360,000; in the data active means inhibition above about 26%; further: some compounds past the cut are filed as inactive
STEP inh – STEP (human) phosphatase inhibition; P54829; recombinant STEP, OMFP fluorogenic substrate, fluorescence; inhibition, % at 20 µM; hit rate 0.25% among 360,000;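 active means inhibition at 20 µM, scaled per plate between control wells, above about 37%, limit read from the data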;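 further: 0% = DMSO with enzyme and substrate and 100% = substrate only without enzyme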
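Material: STEP (striatal-enriched tyrosine phosphatase) enzyme, cell-free; Compound dosing: 20 µM single dose in 1% DMSO; Technique: fluorescence read at 480 nm ex / 540 nm em; Times: reaction 20 min, ambient temperature; Medium: 50 mM Bis-Tris pH 6.0 with 2.5 mM DTT and 0.005% Tween 20; Also added: OMFP at 25 µM.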
CSN inh – CSN deneddylation inhibition; Q92905; Purified CSN, SCF-Nedd8-OG deneddylation, fluorescence polarization; inhibition, % at 12.5 µM; hit rate 0.38% among 360,000;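 active means pattern-corrected inhibition above about 35%, with an unprinted fluorescence ratio check between 0.5 and 1.5, limit read from the data, passing the limit was not always enough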;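 further: 0% = enzyme with substrate and 100% = substrate without enzyme; some results filed as inactive read as strong as hits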
Target sequence (Q92905 whole entry, looked up, one chain of several): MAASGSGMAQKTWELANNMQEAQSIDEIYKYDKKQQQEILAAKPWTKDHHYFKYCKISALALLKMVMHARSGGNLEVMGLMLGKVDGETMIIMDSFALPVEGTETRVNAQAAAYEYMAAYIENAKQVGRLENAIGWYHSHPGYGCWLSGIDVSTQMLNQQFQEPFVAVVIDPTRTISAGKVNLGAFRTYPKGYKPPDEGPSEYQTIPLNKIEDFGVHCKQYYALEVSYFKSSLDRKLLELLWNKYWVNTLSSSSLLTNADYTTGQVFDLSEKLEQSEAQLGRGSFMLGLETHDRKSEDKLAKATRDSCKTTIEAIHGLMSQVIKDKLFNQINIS
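Material: human Csn5 produced in HEK293T cells; Input: enzyme 0.24 nM; Reagent: SCFSkp2-Nedd8OG substrate at 10 nM final; Dosing: 12.5 µM compound; Incubation: 90 min reaction at room temperature; Detection: fluorescence polarization of the substrate; Evaluation: % inhibition of substrate cleavage by Csn5; Control set: substrate-only high control, full reaction low control.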
An asterisk follows results filed as active; i = inactive; · = not tested or not shown.

SMILES	LMPTP inh	Rpn11 inh	SUMO1 PPI mod	DNMT1 inh	PABP1 MLLE inh	Scp-1 inhibitor	Tb MetRS inh	NadD inh	STEP inh	CSN inh
O=C1c2ccccc2[C@@H]2CC(O)C(O)CCN12 (stereo partly drawn)	-1.5	i	2.8	5.2	4.0	-4.0	-1.3	1.5	0.7	-6.7
O=C(c1ccccc1)c1ccccc1N/C=C/c1nnnn1-c1ccccc1	1.8	i	-2.3	-5.7	2.2	-3.1	0.1	2.4	1.0	3.7
O=C(O)CCCn1cc(NC(=O)COc2ccc(F)cc2)cn1	-1.0	i	-4.0	4.9	4.3	-3.8	0.8	-3.9	-0.5	0.6
Cc1ccc(NS(=O)(=O)c2ccc(C(=O)NC3CCN(Cc4ccccc4)CC3)cc2)cc1	-2.5	i	-4.7	1.4	-0.5	5.3	-0.2	0.9	1.1	-2.6
CCN(CC)CCCNC(=O)Cn1ccc2ccccc2c1=O	-1.4	i	2.9	-0.2	-0.8	-3.0	0.2	-11.2	1.7	-5.9
CC1CC(C)CN(S(=O)(=O)c2cc3c4c(c2)C(C)C(=O)N4CCC3)C1 (stereo not drawn)	0.6	i	0.6	-2.5	-2.6	-6.9	-0.1	4.4	0.0	-5.0
O=C1C(Nc2ccccc2)=C2CCCC=C2N1c1ccccc1	-26.2	i	0.0	-3.3	2.5	-8.2	0.0	-6.3	3.1	0.1
COCCOC(=O)c1[nH]c2c(c1C)C(=O)CC(c1ccc(OC)c(OC)c1)C2 (stereo not drawn)	-1.6	i	-1.2	-1.9	15.2	-3.4	-0.9	-2.7	-0.7	0.5
CCOc1ccc(CC(=O)NNC(=S)Nc2ccc(OC)c(OC)c2)cc1	-0.1	i	2.8	-3.3	10.8	-5.9	-0.6	-2.1	1.1	-3.0
C1=CC2C3C=CC(C3)C2C1 (stereo not drawn)	-0.4	i	3.8	-3.5	2.5	-6.3	-0.3	-0.7	-2.8	6.4
CCOc1ccc(-c2nnc(N3CCOCC3)c3ccccc23)cc1	-1.0	i	-6.8	2.2	-9.1	-6.5	-0.6	3.0	2.3	5.0
CSc1cccc(NC(=O)CC(C)n2ccnc2)c1 (stereo not drawn)	-0.9	i	-1.0	0.8	9.5	-4.5	0.8	-1.6	1.6	-2.5

Single values from the list:
STEP inh result of Cc1ccc(NS(=O)(=O)c2ccc(C(=O)NC3CCN(Cc4ccccc4)CC3)cc2)cc1 reads 1.1
CSN inh result of CCOc1ccc(-c2nnc(N3CCOCC3)c3ccccc23)cc1 reads 5.0
Tb MetRS inh result of O=C1C(Nc2ccccc2)=C2CCCC=C2N1c1ccccc1 reads 0.0

Carrying on:
SMILES	LMPTP inh	Rpn11 inh	SUMO1 PPI mod	DNMT1 inh	PABP1 MLLE inh	Scp-1 inhibitor	Tb MetRS inh	NadD inh	STEP inh	CSN inh
CCOC(=O)C1CCCN(C(=O)c2cccc(C(F)(F)F)c2)CC1 (stereo not drawn)	0.9	i	-0.5	-1.4	-4.8	·	-0.3	-0.9	-2.4	2.6
CC(=O)Nc1ccc(S(=O)(=O)NCC2CCC(C(=O)NCCC3=CCCCC3)CC2)cc1 (stereo not drawn)	0.5	i	-0.7	-0.6	-0.9	-5.2	0.3	-5.3	-1.7	0.0
N#Cc1nc(-c2ccc([N+](=O)[O-])cc2)oc1N1CCCCC1	-0.2	i	-13.9	2.3	-4.5	-15.6	-0.1	0.2	2.5	-0.4
CC(C)OC(=O)c1ccc(NC(=O)c2cccc(-n3cnnn3)c2)cc1	0.5	i	3.7	-4.0	-40.9	-7.6	-0.2	-0.6	-0.7	-0.1
COc1cccc(-n2c(C)nnc2SCC#N)c1	0.0	i	0.2	-1.9	6.9	7.4	0.2	-3.0	0.1	3.5
COc1ccccc1N1CCN(CCN(C(=O)c2ccc(F)cc2)c2ccccn2)CC1	-2.1	i	7.9	0.9	12.0	-8.8	-0.9	-0.4	-1.9	-0.2
CCCc1cc(C(=O)Cc2ccc(F)cc2)c(O)cc1O	-7.3	i	1.8	3.1	-2.1	-17.1	-0.2	-10.6	2.6	4.0
Cn1c(=O)c2c(nc(Oc3ccccc3Br)n2C)n(C)c1=O	0.3	i	6.6	1.6	-13.1	-4.5	-1.0	-4.3	-2.1	-1.6
COc1ccc(-n2nc(C(=O)NCC(=O)N3CCN(c4ccccc4OC)CC3)c3ccccc3c2=O)c(OC)c1	0.2	i	3.4	-2.0	4.5	-3.6	-0.8	0.8	0.8	7.3
CS(=O)(=O)N(Cc1ccccc1)c1ccc(C(=O)Nc2ccc3c(c2)OCO3)cc1	0.9	i	0.8	-4.1	0.4	-7.8	-1.1	-8.7	-2.2	4.7
COc1ccccc1NS(=O)(=O)c1cc(NC(=O)c2cc(F)c(F)c(F)c2F)ccc1N1CCOCC1	3.1	i	19.8	-20.6	-1.3	-21.0	-0.3	12.1	-1.7	0.7
COCCCNC(=O)c1ccc2c(c1)CCN2S(C)(=O)=O	-0.5	i	0.0	3.2	15.6	-2.2	-0.4	2.6	-0.9	2.3

Just Rpn11 inh, NadD inh and LMPTP inh, for two of the compounds above:
compound | Rpn11 inh | NadD inh | LMPTP inh
CCOC(=O)C1CCCN(C(=O)c2cccc(C(F)(F)F)c2)CC1 (stereo not drawn) | i | -0.9 | 0.9
CC(=O)Nc1ccc(S(=O)(=O)NCC2CCC(C(=O)NCCC3=CCCCC3)CC2)cc1 (stereo not drawn) | i | -5.3 | 0.5

More entries follow.
SMILES	LMPTP inh	Rpn11 inh	SUMO1 PPI mod	DNMT1 inh	PABP1 MLLE inh	Scp-1 inhibitor	Tb MetRS inh	NadD inh	STEP inh	CSN inh
Cc1ccc(C(=O)N2CC(C)OC(C)C2)cc1S(=O)(=O)N1CCCCC1 (stereo not drawn)	-1.3	i	-0.6	-0.7	-4.1	-5.0	-0.2	1.8	0.7	-3.2
COc1ccc(C(=O)c2[nH]c(N)c(C(=O)NCCc3c[nH]c4ccccc34)c2-c2ccc(Cl)c(F)c2)cc1	1.0	·	0.0	·	·	·	-1.3	24.9	·	3.8
NC1=NS(=O)(=O)NC1c1cccc(F)c1 (stereo not drawn)	0.8	i	-0.5	0.6	0.1	-6.4	-0.6	-6.6	0.8	0.4
CCc1ccc(/C=C2/C(=O)NC(=O)N2C(C)=O)cc1	-3.1	i	-30.5	3.3	-4.5	3.6	-1.7	-3.4	-2.9	4.7
Nc1nc2n(n1)C(c1ccccc1Cl)CC(c1ccc(F)cc1)N2 (stereo not drawn)	-1.3	i	3.0	-3.6	-11.4	22.2	1.6	4.1	3.7	-4.2
CN(c1ccc(C(=O)NCCC2=CCCCC2)cc1)S(C)(=O)=O	-1.7	i	2.4	-0.4	-2.8	-14.5	-0.9	4.7	4.0	-2.2
Cc1cc(=O)n2nc(N3CCCC(C(=O)NCc4ccco4)C3)sc2n1 (stereo not drawn)	-1.1	i	3.6	3.4	-5.3	-4.4	-0.4	8.7	5.3	-2.5
CN1OC[C@@H]2CN(C(=O)CCc3ccccc3)[C@H](c3ccccc3Br)C[C@@H]21	0.1	i	2.8	2.2	-14.1	·	-0.6	-0.5	-3.4	1.4
O=C(NCc1ccc2c(c1)OCO2)c1nn2cccnc2c1Cl	0.7	i	-1.0	-3.6	-1.4	-11.2	-0.3	3.1	-5.5	-1.9
Cc1ccccc1NC(=O)C(C)Sc1nnc(CN2CCCC2)n1Cc1ccccc1 (stereo not drawn)	-1.2	i	-4.8	0.1	-0.9	·	-0.1	-5.1	-0.5	1.3
COc1ccc(/C=N/OCC(=O)N2CC3(C)CC2CC(C)(C)C3)cc1 (stereo not drawn)	-0.7	i	-2.0	2.3	-12.2	-9.4	-1.1	2.8	-2.2	1.7
CCOC(=O)c1ccc(NS(=O)(=O)c2ccc(SC)cc2)cc1	1.1	i	0.6	-2.7	2.6	-13.4	-1.1	-12.6	-1.9	6.0
O=C(NCc1ccccc1F)C(=O)NCC1CCCN1S(=O)(=O)c1ccccc1 (stereo not drawn)	0.0	i	2.0	-0.1	6.3	-3.5	-0.3	-0.1	-0.1	-1.3
COc1ccc(NC2c3ccccc3C(=O)N2c2cccnc2)cc1Cl (stereo not drawn)	-0.8	i	0.9	0.4	16.0	-3.9	0.4	3.0	-2.9	0.7
COc1ccc(-c2ccc(-c3nnn(CC(C)=O)n3)cc2)cc1	-3.5	i	-1.3	-10.2	-0.9	6.9	-0.3	8.4	-2.0	1.8
CCOC(=O)C1=C[C@@H](c2ccccc2)N(S(=O)(=O)c2ccc(C)cc2)[C@H]1c1cccc(Cl)c1	2.5	i	0.2	3.5	6.2	·	-1.1	-6.0	5.1	-3.4
Cc1ccc(NC(=O)CN2CCC(C(N)=O)CC2)cc1[N+](=O)[O-]	0.8	i	-20.4	-1.6	-7.5	-7.7	-0.5	1.9	-1.0	0.8
CSc1ccc(C(=O)C2CCCN(C(=O)c3nonc3C)C2)cc1 (stereo not drawn)	-0.5	i	1.5	2.6	5.5	3.8	-0.6	-8.1	2.0	1.9
c1cnc(N2CCN(Cc3c[nH]c4ccccc34)CC2)nc1	-1.4	i	-3.3	-2.2	1.8	2.6	0.1	-6.7	0.5	4.5
CCN(CC)C(=O)c1sc(NC(=O)c2ccc(Br)o2)c(C(=O)OC)c1C	1.9	i	5.2	-5.6	-2.9	-7.2	0.2	8.8	2.1	0.8
COCC(C)NC(=O)c1ccc(N(C)C)cc1 (stereo not drawn)	0.0	i	-0.2	4.7	-6.0	-6.0	-1.0	-4.4	-0.1	0.5
COc1ccc(CNC(=O)CCn2c(=O)c3cccn3c3ccc(F)cc32)cc1	-0.7	i	3.7	1.3	-1.1	-8.6	-0.5	-5.3	-1.3	1.3
Nc1nnc(SCC(=O)OCC(=O)NC2CCCCC2)s1	-0.2	i	3.0	-1.4	-15.8	-8.3	-1.0	-7.7	-3.2	-1.0
CCOCCCNC(=S)Nc1ccc(S(N)(=O)=O)cc1	-1.8	i	3.5	3.8	10.6	-5.5	-0.2	-0.7	-2.4	-3.7
CCCn1nc(C(=O)N2CCc3ccccc3C2)c2ccccc2c1=O	-0.4	i	-6.0	1.7	2.5	-4.3	-2.0	-8.2	-3.2	0.5
Cc1c(C(C)C)c(=O)n(-c2ccc(S(=O)(=O)N3CCOCC3)cc2)n1C	0.8	i	0.0	2.3	-5.4	2.7	-0.8	1.1	0.0	-5.4
CCOc1ccccc1C(=O)NCCC(=O)O	-1.3	i	0.8	0.3	-4.2	-5.5	-0.3	-0.5	-3.4	3.8
O=C(Nc1ccc(NC(=O)C2CC2)nc1)c1cccc(F)c1	-0.9	i	0.3	0.8	-7.9	-2.2	-0.6	-3.3	-0.7	2.0
